PGC1a acetyl inh: modulators of PGC1a acetylation; U2OS PGC1a acetylation, AlphaScreen anti-acetyl-lysine; with virally co-expressed GCN5 acetyltransferase; inhibition, % at 15.6 µM; AID 651687; actives 0.17% (n = 350,000);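 active = every replicate shows inhibition of at least 40%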;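 note: 0% = neutral control wells and 100% = positive control wells; some results beyond the cut were filed as inactive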
Cneo AK release: causes C. neoformans cell lysis; AID 651654; lysis activity, % at 15 µM; actives 0.2% (n = 360,000); adenylate kinase release luminescence, 4 h; normalised: neutral wells 0, clomiphene wells 100;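 active = mean lysis activity across replicates of at least 80%, whatever share of replicates individually reach that level; inactive = mean lysis activity below 80%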
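Material: C. neoformans cells | Amount: Yeast cell density of 5 × 10^6 cells/mL | Medium: Fresh YPD growth medium | Dosing: Single dose | Times: Static 4 h at 37 °C with compound, 1 h detection | Detection: AK luminescence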
miR-122 sensor: miR-122 inhibition in Huh7 cells; Huh7 miR-122 Renilla luciferase sensor, 48 h; neutral wells = 0, positive control = 100; activation (reporter increase), % at 12.5 µM; AID 602342; actives 0.3% (n = 340,000);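 active = mean replicate activation score at least 90 and every replicate individually at or above 90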;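 note: higher luciferase means less miR-122 activity so hits act as miR-122 inhibitors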
RAD54 inh: RAD54 (human) branch migration inhibition. RAD54 Holliday junction branch migration, FAM/BHQ fluorescence. actives 0.14% (n = 360,000). inhibition, % at 10.4 µM. AID 602329. Q92698;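 active = mean normalized replicate activity at least 40 and at least half of replicates scoring 40 or more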;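 note: 0% = median of neutral control wells and 100% = median of positive control wells; inhibitors cause a drop in the FAM fluorescence signal; in these data hits start at about 50%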
ERAP1 HTS inh: inhibitors of human ERAP1 aminopeptidase. Q9NZ08. recombinant ERAP1, Leu-AMC fluorescence, 60 min. inhibition, % at 10.7 µM. actives 0.15% (n = 340,000);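 active = mean replicate inhibition of at least 30%, or all replicates individually reaching that 30% level; inactive = mean below 30% and not every replicate reaching it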;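 note: 0% = neutral control wells and 100% = L-leucinethiol positive control wells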
Target sequence (Q9NZ08 whole entry, looked up): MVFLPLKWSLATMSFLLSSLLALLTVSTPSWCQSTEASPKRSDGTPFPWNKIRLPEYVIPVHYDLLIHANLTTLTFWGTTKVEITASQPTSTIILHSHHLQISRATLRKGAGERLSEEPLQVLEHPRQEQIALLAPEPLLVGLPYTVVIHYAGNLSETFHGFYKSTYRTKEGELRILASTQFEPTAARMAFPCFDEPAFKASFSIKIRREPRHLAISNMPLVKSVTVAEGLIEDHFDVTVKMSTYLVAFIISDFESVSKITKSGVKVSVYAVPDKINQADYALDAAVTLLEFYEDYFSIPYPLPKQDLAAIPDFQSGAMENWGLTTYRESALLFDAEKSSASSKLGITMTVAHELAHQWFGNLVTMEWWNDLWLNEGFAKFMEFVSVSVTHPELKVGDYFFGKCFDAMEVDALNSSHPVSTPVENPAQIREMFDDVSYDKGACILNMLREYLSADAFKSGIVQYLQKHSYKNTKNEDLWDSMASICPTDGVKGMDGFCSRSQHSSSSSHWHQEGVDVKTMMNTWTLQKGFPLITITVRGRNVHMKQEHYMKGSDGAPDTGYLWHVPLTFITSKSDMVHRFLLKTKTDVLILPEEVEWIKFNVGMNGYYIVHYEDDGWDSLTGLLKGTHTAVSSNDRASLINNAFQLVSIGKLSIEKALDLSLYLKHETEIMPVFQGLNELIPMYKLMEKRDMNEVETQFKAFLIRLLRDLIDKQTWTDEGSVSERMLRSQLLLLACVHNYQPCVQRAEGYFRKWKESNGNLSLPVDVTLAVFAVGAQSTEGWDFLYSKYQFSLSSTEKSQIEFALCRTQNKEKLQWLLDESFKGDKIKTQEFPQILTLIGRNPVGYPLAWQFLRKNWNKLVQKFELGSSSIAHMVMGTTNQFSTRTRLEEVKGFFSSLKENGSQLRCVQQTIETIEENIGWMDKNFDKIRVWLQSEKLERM
PglD inh: inhibitors of Campylobacter jejuni PglD acetyltransferase; purified PglD enzyme, DTNB colorimetric CoA detection; inhibition, % at 12.5 µM; actives 0.098% (n = 360,000); AID 602405; in the data active = inhibition above about 16%, passing the limit was not always enough; note: strong numbers were not always called active
E-selectin induc: E-selectin induction on HUVECs; P16581; HUVEC E-selectin immunofluorescence imaging; normalized: neutral wells 0, TNF-alpha wells 100; activation, % at 7.58 µM; actives 0.37% (n = 260,000); AID 686992;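 active = mean E-selectin-positive cell signal at least 10% of the positive control, reached in at least 60% of replicates, without over 20% cell loss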;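 note: in these data hits start at about 27%; measured in HUVEC primary endothelial cells; signal is the percent of cells scored E-selectin positive by PE staining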
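Assay system: HUVEC, human umbilical vein endothelial cells / Amount: 3,000 HUVEC/well / Controls: TNF-alpha positive control, DMSO neutral control / Compound dosing: single concentration / Medium: EGM-2 over gelatin coat / Evaluation: percent E-selectin-positive cells / Signal: immunofluorescence imaging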
RAD52 anneal inh: RAD52 (human) annealing inhibition. P43351. recombinant RAD52 DNA annealing, FRET fluorescence. inhibition, % at 18.7 µM. actives 0.46% (n = 360,000);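 active = every replicate showing at least 50% inhibition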
* = called active by the depositor; . = not tested or not shown; [ ] = another dose, or the depositor's remark.

SMILES	PGC1a acetyl inh	Cneo AK release	miR-122 sensor	RAD54 inh	ERAP1 HTS inh	PglD inh	E-selectin induc	RAD52 anneal inh
Cc1ccccc1-c1ccccc1[C@H]1[C@@H](C#N)N(C(=O)c2ccc(F)cc2)[C@H]1CO	13	.	.	.	-1	.	0.0	-12
N#CC1=C(c2ccc(-c3ccccc3)cc2)COC1=O	3	.	.	.	0	.	0.1	-72
CC(c1nnc(SCC(=O)Nc2ccc3[nH]c(=O)[nH]c3c2)n1Cc1ccccc1)N(C)C (stereo not given)	3	2	-8	-5	.	-3	.	.
Cc1ccccc1S(=O)(=O)N1CCCCN2[C@H](C1)[C@@H](c1ccc(-c3cccnc3)cc1)[C@@H]2CO	17	15	35[16.7 µM]	3	-1	-2	-1.0	-11
COc1ccc(C#Cc2cnc3c(c2)C(=O)N([C@H](C)CO)C[C@H](C)[C@H](CN(C)CC2CCCC2)O3)cc1	-17	2	-20[16.7 µM]	6	5	2	1.4	-3
CCC(C)(C(=O)NC1CCCC1)N(C(=O)CNC(=O)c1ccccc1)c1c(C)n(C)n(-c2ccccc2)c1=O (stereo not given)	18	1	2	-4	-2	4	4.3	-5
CC(C)(C)OC(=O)NCCCCCNC(=O)c1[nH]cnc1C(=O)Nc1cccc(Cl)c1	6	-2	-3	-2	5	-2	0.0	-6
O=C1NC(c2ccc(Cl)cc2)=COc2ccccc21	11	1	-3	11	3	-4	0.0	-12
Cc1cc(C(=O)O)ccc1NCc1cccnc1	-12	-3	-1	-13	2	-1	1.8	-7
O=C(c1cccc(F)c1)N1CCCCN2[C@H](CO)[C@H](c3ccc(-c4ccc(F)cc4)cc3)[C@H]2C1	-16	4	-3[16.7 µM]	9	-1	-2	.	46
O=C(CN1CCC(O)(c2ccccc2F)CC1)NCCc1c[nH]c2ccccc12	-15	0	3	3	.	2	.	.
CCCNC(=O)N(C)C[C@@H]1Oc2cc(-c3ccc(C)cc3)ccc2S(=O)(=O)N([C@@H](C)CO)C[C@@H]1C	-16	-4	0[16.7 µM]	-5	-2	-3	-2.2	5
COC(=O)c1c(NC(=O)C2CCCCC2)sc2c1CC(C)(C)NC2(C)C	-7	0	-11	-7	5	0	-1.7	13
Cc1ccc(CNC(=O)CNC(=O)[C@@H]2Cc3ccccc3CN2)cc1	0	2	4	-6	-5	2	-0.2	-11
Cn1c(SCC(=O)N/N=C/c2ccccn2)nnc1-c1ccccc1	7	2	3	-8	-7	2	0.1	-10
COc1cccc(NC(=O)C(=O)NCC2CCCN2S(=O)(=O)c2cccs2)c1 (stereo not given)	.	-4	-5	5	16	-1	-0.1	-2
Nc1nnc(SCC(=O)Nc2ccc3c(c2)OCCO3)s1	9	1	1	-3	.	1	.	.
Cc1ccc(N=CC2=C(O)CC(c3ccc(Cl)cc3)CC2=O)cc1 (stereo not given)	.	-1	-3	3	-1	0	.	-21
COc1cccc(S(=O)(=O)Nc2ccc3c(c2)[C@@H]2C[C@H](CC(=O)NCC(F)(F)F)O[C@H](CO)[C@@H]2O3)c1	-7	-3	7[16.7 µM]	0	0	1	0.2	-4
Cc1ccc2nc(-c3ccc(F)cc3)c(Cc3cccc(Cl)c3)n2c1	-7	1	-3	0	.	10	5.2	-38
CCN1C(=O)[C@H]2[C@@H](c3ccc(-c4cccc(Cl)c4)cc3)N[C@@](Cc3ccccc3)(C(=O)OC)[C@H]2C1=O	.	2	.	2	-1	0	-0.1	1
O=C(O)C(CCc1ccccc1)N1CCOCC1 (stereo not given)	2	3	.	-8	0	0	0.8	-7
COc1ccccc1C(=O)COC(=O)c1c(-c2ccccc2)noc1C	.	-2	.	-6	-2	5	0.0	-16
O=C(Nc1ccc(S(=O)(=O)N2CCCCCC2)cc1)C1CCCO1 (stereo not given)	.	0	4	-9	.	5	.	.
CC(C)N(Cc1c(O)ccc2c(=O)c(-c3ccc(Cl)cc3)coc12)C(C)C	19	-3	6	7	-5	-8	.	-9

In a second layout: results already given
mol | PGC1a acetyl inh | Cneo AK release | miR-122 sensor | RAD54 inh | ERAP1 HTS inh | PglD inh | E-selectin induc | RAD52 anneal inh
COc1ccc(C#Cc2cnc3c(c2)C(=O)N([C@H](C)CO)C[C@H](C)[C@H](CN(C)CC2CCCC2)O3)cc1 | -17 | 2 | -20[16.7 µM] | 6 | 5 | 2 | 1.4 | -3
CCN1C(=O)[C@H]2[C@@H](c3ccc(-c4cccc(Cl)c4)cc3)N[C@@](Cc3ccccc3)(C(=O)OC)[C@H]2C1=O | . | 2 | . | 2 | -1 | 0 | -0.1 | 1

Following part
SMILES	PGC1a acetyl inh	Cneo AK release	miR-122 sensor	RAD54 inh	ERAP1 HTS inh	PglD inh	E-selectin induc	RAD52 anneal inh
Cc1ccc2nc(N/N=C/c3ccco3)cc(C)c2c1	.	1	.	23	11	-3	.	-13
CC(C)(CNC(=O)c1cccc(S(=O)(=O)Nc2ccc(Br)cc2)c1)N1CCOCC1	8	.	44	.	1	.	-1.9	-10
NC(N)=Nc1nc(-c2ccccc2)c2ccccc2n1	0	0	-1	51*	-4	2	.	64*
O=C(Nc1cccc2ccccc12)c1ccc([N+](=O)[O-])cc1	25	0	-1	11	2	-13	0.3	-4
CCCS(=O)(=O)c1c(S(=O)(=O)CCC)c2c(C)cccn2c1C(=O)N/N=C/c1cc(O)cc(O)c1	12	0	.	0	-1	-3	1.6	-22
O=C(CS(=O)CC(=O)Nc1ccccc1-c1ccccc1)Nc1ccc(F)cc1 (stereo not given)	-2	0	-3	4	4	4	0.0	-1
CCOc1ccc(OCCOCCOc2ccccc2Cl)cc1	-7	-2	-2	-5	.	-3	.	.
CC(=O)Nc1ccc(S(=O)(=O)N2CCN(C3CCCCCCC3)CC2)cc1	-2	0	-1	7	.	6	.	.
N=c1c(C(=O)NC2CCCCC2)cc2c(=O)n3ccccc3nc2n1CCc1ccccc1	-4	7	3	2	-71	5	.	-99
O=C(Nc1ccccc1)C1=C[C@H](c2ccccc2)C[C@H](OCc2ccc(CO)cc2)O1	.	-2	.	3	2	0	-0.1	-30
Cc1ccc(/C=N/NC(=O)CSc2nc3nc(C)cc(C)n3n2)cc1	2	0	.	-7	-8	4	.	6
CCOC(=O)C1=CN(CC)S(=O)(=O)NC1c1ccc(C(F)(F)F)cc1 (stereo not given)	-3	-2	3	6	0	3	.	1
COc1cccc(-c2ccc3c(c2)S(=O)(=O)c2cccc(C(=O)O)c2C3=O)c1OC	.	2	0	9	-2	4	-0.7	-11
COC(=O)c1ccccc1NC(=O)COC(=O)c1ccco1	-8	0	-2	-6	.	-4	.	.
O=C(Nc1ccccc1)N1CCCCN2[C@H](CO)[C@@H](c3ccc(C#Cc4ccccc4)cc3)[C@H]2C1	-1	1	-8[16.7 µM]	-6	6	-5	-0.3	-8
COc1cccc(-c2ccc3c(c2)O[C@@H](CN(C)C(=O)C2CCC2)[C@H](C)CN([C@H](C)CO)S3(=O)=O)c1	-8	0	-4[16.7 µM]	-13	-2	-1	2.4	7
OC[C@H]1[C@H](c2ccc(-c3cccc(F)c3)cc2)[C@@H]2CN(CCC(F)(F)F)CCCCN12	-29	8	7[16.7 µM]	6	.	-4	-0.5	.
COc1cc(N2Cc3ccccc3C2)ccc1C=O	4	4	-8	-8	5	-4	0.4	-8
C[C@H](CO)N1C[C@H](C)[C@H](CN(C)S(=O)(=O)c2cn(C)cn2)Oc2c(NS(=O)(=O)c3cccs3)cccc2C1=O	-8	1	-2[16.7 µM]	8	-1	1	3.2	-19
CCC12CN(S(=O)(=O)c3ccc(C)cc3)CC(CC)(CN(S(=O)(=O)c3ccc(C)cc3)C1)C2=O	-17	-1	-4	3	.	-14	.	.
O=C1C(NS(=O)(=O)c2cccs2)=C(N2CCN(c3cccc(Cl)c3)CC2)C(=O)c2ccccc21	-2	-1	0	2	.	-1	.	.
O=c1c(Br)c(N2CCCC2)cnn1-c1ccccc1	3	0	1	-4	.	0	.	.
CCCCNC(=O)C1(C)CCCCN1Cc1ccc2ccccc2c1 (stereo not given)	.	-3	.	1	4	1	-1.4	-24
CCS(=O)(=O)Nc1ccc2c(c1)C(=O)N(C)C[C@@H](OC)[C@@H](C)CN(Cc1ccccn1)[C@H](C)CO2	-9	-1	.	1	2	1	1.0	-18
Clc1cccc(CN2CCC(Cc3ccccc3)CC2)c1	3	-1	4	9	.	6	.	.

Four entries from above, sorted by the value under RAD52 anneal inh, low to high:
Structure,PGC1a acetyl inh,miR-122 sensor,ERAP1 HTS inh,PglD inh,RAD52 anneal inh
CC(C)(CNC(=O)c1cccc(S(=O)(=O)Nc2ccc(Br)cc2)c1)N1CCOCC1,8,44,1,.,-10
CCOC(=O)C1=CN(CC)S(=O)(=O)NC1c1ccc(C(F)(F)F)cc1 (stereo not given),-3,3,0,3,1
COc1cccc(-c2ccc3c(c2)O[C@@H](CN(C)C(=O)C2CCC2)[C@H](C)CN([C@H](C)CO)S3(=O)=O)c1,-8,-4[16.7 µM],-2,-1,7
NC(N)=Nc1nc(-c2ccccc2)c2ccccc2n1,0,-1,-4,2,64*

(listing goes on)
SMILES	PGC1a acetyl inh	Cneo AK release	miR-122 sensor	RAD54 inh	ERAP1 HTS inh	PglD inh	E-selectin induc	RAD52 anneal inh
O=C(COC(=O)Cc1ccccc1F)Nc1ccc(SC(F)F)cc1	7	-5	-2	2	5	-1	.	5
C[C@@H]1CCCCO[C@@H](CN(C)S(=O)(=O)c2cccs2)[C@@H](C)CN([C@@H](C)CO)C(=O)c2cc(NC(=O)Nc3cccc4ccccc34)ccc2O1	12	2	-7[16.7 µM]	7	.	1	-0.2	.
CC(C)NC(=O)N1CCCCN2[C@@H](CO)[C@@H](c3ccc(C#C[C@H](C)O)cc3)[C@@H]2C1	-9	-3	14[16.7 µM]	-5	-3	0	-0.5	-5
O=C(N/N=C/c1c[nH]c2ccc(Br)cc12)c1ccn(Cc2ccc(Cl)cc2)n1	-7	5	-6	11	.	-6	.	.
Cc1cc(=O)oc2c(C)c(OC(C)C(=O)NCC3CCC(C(=O)O)CC3)ccc12 (stereo not given)	-6	-1	-6	2	3	-5	.	-73
O=C(NC1CCCC1)C(c1ccccc1)N(C(=O)c1ccno1)c1ccccc1 (stereo not given)	3	-2	5	-16	.	1	.	.
Cc1noc(C)c1NC(=O)Nc1cccc2c1O[C@H](CN(C)C(=O)Nc1ccccc1)[C@H](C)CN([C@@H](C)CO)C2=O	-9	-4	3[16.7 µM]	-2	1	3	-4.2	4
Cn1c(COc2ccc(F)cc2)nnc1SCC(=O)NC1CC1	-4	3	-2	0	2	4	0.6	-6
O=C(Nc1cccc(OC(F)(F)F)c1)c1cccc2c(-c3cccnc3)coc12	6	-1	12	-3	.	3	.	.
COc1ccc(C(=O)NCCNC(=O)c2cnccn2)cc1OC	.	-2	.	3	0	3	0.0	1
Cc1noc(C)c1NC(=O)Nc1ccc2c(c1)C(=O)N([C@@H](C)CO)C[C@H](C)[C@H](CN(C)Cc1ccccc1)OCCCC[C@@H](C)O2	-3	10	0[16.7 µM]	0	-1	4	-0.1	6
Cc1noc(C)c1CSCC(=O)N(C)CC(=O)Nc1ccc(Cl)c(Cl)c1	0	-5	.	-3	0	2	.	-45
CCN(CC)C(=O)CSc1ncnc2c1cnn2Cc1ccccc1	-6	1	1	-10	.	-1	.	.
CCc1ccc(/C([O-])=C(/C(=S)NCCN2CCOCC2)[n+]2ccccc2)cc1	.	0	-2	2	.	-8	24	4
CC(C)(C)OC(=O)C[C@@H]1C/C=C\C[C@H](CC(=O)N[C@H](CO)Cc2ccccc2)C(=O)N[C@H](Cc2ccccc2)COC1=O	.	2	.	-2	-2	-3	0.1	-19

Structures listed above that bear a hit mark in RAD52 anneal inh.
mol | PGC1a acetyl inh | miR-122 sensor | ERAP1 HTS inh | PglD inh | RAD52 anneal inh
NC(N)=Nc1nc(-c2ccccc2)c2ccccc2n1 | 0 | -1 | -4 | 2 | 64*

Compound activity deposited in PubChem by Broad Institute.
